aSyn yeast inh: alpha-synuclein toxicity inhibition in yeast; Yeast expressing alpha-synuclein, growth rescue, BacTiter-Glo, 24 h; hit rate 0.14% among 370,000; Potency, µM (series often up to 46.1 µM), for the others: at the top dose growth rescue (activation), hits mostly activators; further: potency means the concentration at half of the fitted maximal effect; % of control where 0% means no effect; nearly all actives have a fitted effect of over 65% in size
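Rescue of yeast growth: cells expressing toxic alpha-synuclein, induced in galactose at OD600 0.02, incubated with compound 24 h at 30 C. ATP luminescence quantified growth; inhibitors of toxicity appear as activators.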
FUS suppressor: rescues growth of FUS-expressing yeast; Potency, µM (top dose mostly 76.6 µM), for inactives: at the top dose growth rescue (activation), hits mostly activators; AID 1347120; hit rate 0.24% among 390,000; S. cerevisiae FUS-expressing, growth rescue, OD600, 24 h;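 further: potency means the concentration at half of the fitted maximal effect; plate controls were DMSO vehicle for no effect and reference control for full effect; nearly all actives have a fitted effect of over 55% in size; some results filed as inactive show a strong effect at the top dose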
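FUS-expressing yeast, raffinose-pregrown, induced in 2% galactose minimal medium at OD 0.005; compounds in a dilution series, 24hr at 30C. Growth restoration read as absorbance at 600 nm. CP55940 positive control, DMSO negative.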
EPAC2 agonist: activates human EPAC2 exchange factor | EPAC2 activation, biochemical qHTS; response scale: 100% = 6.5 mM cAMP response | Potency, µM (top dose mostly 154 µM), for inactives: at the top dose activation, actives largely listed as activators | Q8WZA2 | hit rate 0.079% among 360,000; further: potency means the concentration at half of the fitted maximal effect; nearly all actives have a fitted effect of over 50% in size
Target sequence (Q8WZA2 whole entry, looked up): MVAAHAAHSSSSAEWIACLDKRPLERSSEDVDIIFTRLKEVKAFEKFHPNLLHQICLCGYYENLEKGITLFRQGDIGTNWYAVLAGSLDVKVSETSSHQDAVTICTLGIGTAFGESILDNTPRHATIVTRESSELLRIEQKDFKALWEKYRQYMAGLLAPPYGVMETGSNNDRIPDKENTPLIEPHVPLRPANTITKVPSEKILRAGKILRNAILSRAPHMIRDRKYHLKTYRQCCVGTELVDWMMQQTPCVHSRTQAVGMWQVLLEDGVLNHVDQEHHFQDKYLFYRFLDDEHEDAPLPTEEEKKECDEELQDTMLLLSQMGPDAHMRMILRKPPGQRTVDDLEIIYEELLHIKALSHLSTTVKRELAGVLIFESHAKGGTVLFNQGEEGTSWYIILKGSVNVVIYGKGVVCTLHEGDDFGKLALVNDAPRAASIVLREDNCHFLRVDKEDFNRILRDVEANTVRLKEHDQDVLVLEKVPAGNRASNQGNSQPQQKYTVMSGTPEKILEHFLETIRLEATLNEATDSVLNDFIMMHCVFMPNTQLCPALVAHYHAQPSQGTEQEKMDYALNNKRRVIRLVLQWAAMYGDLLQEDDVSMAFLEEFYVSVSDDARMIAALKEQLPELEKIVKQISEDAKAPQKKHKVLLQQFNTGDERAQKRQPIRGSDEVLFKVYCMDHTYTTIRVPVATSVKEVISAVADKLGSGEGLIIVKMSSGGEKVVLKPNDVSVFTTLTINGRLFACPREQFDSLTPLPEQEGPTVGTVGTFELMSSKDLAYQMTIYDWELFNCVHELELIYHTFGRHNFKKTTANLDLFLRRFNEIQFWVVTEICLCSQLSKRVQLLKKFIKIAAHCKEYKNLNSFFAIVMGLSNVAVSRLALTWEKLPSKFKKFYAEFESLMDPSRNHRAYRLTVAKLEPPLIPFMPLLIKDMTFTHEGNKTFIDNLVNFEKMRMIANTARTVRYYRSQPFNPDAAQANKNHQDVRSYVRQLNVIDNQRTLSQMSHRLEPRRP
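EPAC2 (100 nM) mixed with Rap1B loaded with BODIPY-GDP (250 nM) plus 50 uM unlabeled GDP; compounds pinned in, 5 min RT, then read every 5 min for 30 min (ex 480, em 540 nm). Normalized to cAMP control.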
EPAC2 antag: antagonists of human EPAC2. EPAC2 GEF exchange of Rap1B-BODIPY-GDP, fluorescence. hit rate 0.18% among 360,000. Q8WZA2. Potency, µM (highest dose often 114 µM), inactives show top-dose activity, negative = inhibition, most hits filed as inhibitors; further: potency means the concentration at half of the fitted maximal effect; on the % scale 0 is the no-effect control and ±100 the full control effect; nearly all actives have a fitted effect of over 45% in size; many of its hits are not listed in these tables
Abeta yeast res: A-beta toxicity reversal in yeast. hit rate 0.063% among 410,000. AID 1347071. Potency, µM (top dose mostly 46.1 µM), for inactives: at the highest dose growth rescue, usual class: activators. yeast expressing A-beta42, growth rescue, OD600, 48 h; response scale: 0% DMSO, 100% iron-clioquinol control; further: potency means the concentration at half of the fitted maximal effect; nearly all actives have a fitted effect of over 55% in size
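Yeast growth medium received pinned compounds, then yeast cells expressing toxic A-beta were added; plates incubated at 30 C for 48 hr. Growth read as absorbance at 600 nm, normalized to DMSO and equimolar FeCl3 plus clioquinol controls.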
TDP43 rescue: TDP-43 toxicity inhibition in yeast; TDP-43 expressing yeast growth rescue, BacTiter-Glo, 24 h; Potency, µM (series often up to 46.1 µM), inactives show top-dose growth rescue (activation), actives largely listed as activators; hit rate 1.8% among 410,000; further: potency means the concentration at half of the fitted maximal effect; % of control where 0% means no effect; nearly all actives have a fitted effect of over 50% in size
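Yeast cells expressing TDP-43 under galactose induction are exposed to compounds for 24 hr at 30 deg C. BacTiter-Glo luminescence measures growth, so protective compounds score as activators.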
DRD3 agonist: D3 dopamine receptor (human) agonism; max activation, %; P35462; AID 652048; D3R DiscoveRx beta-arrestin cells, luminescence, 90 min; hit rate 0.58% among 410,000; in the data active means max activation above about 30%; further: 0% is about no effect; mostly tested at two doses, the higher about 12 µM
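Cells at 1500/well, incubated overnight, then treated with pinned compounds (dopamine as control) for 90 min at 37 degrees C. DiscoveRx reagent added for 30 - 60 minutes at room temperature; luminescence read.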
DRD3 antagonist: D3 dopamine receptor (human) antagonism; P35462; D3R cells, DiscoveRx beta-arrestin luminescence, antagonist mode; hits give low values; max response, negative = inhibition, %; hit rate 2.5% among 360,000; AID 652054; in the data active means max response below about -50%; inconclusive means no clear call, values can overlap the other calls; further: on the % scale 0 is the no-effect control and ±100 the full control effect; mostly tested at two doses, the higher about 12 µM
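Cells expressing the human receptor were seeded at 1500 cells/well, incubated overnight at 37 degrees C in 5% CO2, then exposed to library compounds with dopamine controls for 90 minutes at 37 degrees C before luminescent detection.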
* hit, by the source's call; u = inconclusive; x = not tested or not shown; [ ] = another dose, or the depositor's remark. Unless noted, the call rests on the fitted dose curve; in most records, active means well fitted curve in the direction sought with a large enough effect; inconclusive means small, poorly fitted or top-dose-only effect, or another doubt; inactive means no such curve, though single readings can be large; an effect the other way counts as inactive or inconclusive. Only part of the results is shown, so the mix of outcomes need not match the whole.

SMILES | aSyn yeast inh | FUS suppressor | EPAC2 agonist | EPAC2 antag | Abeta yeast res | TDP43 rescue | DRD3 agonist | DRD3 antagonist
COC(=O)c1sc2nc(C)nc(SCC(=O)N3CCC(C(=O)O)CC3)c2c1C | 1% | 22% | -5% | 3% | -14% | -4% | -1 | 1
Cc1ccc2[nH]c(=O)c3cc(C(=O)N(C)c4ccccc4C)sc3c2c1 | 1% | -16% | -5% | 12% | 5% | 7% | 3 | 12
CCOc1c(Br)cc(C2NC(=O)CCC2[N+](=O)[O-])cc1OC (stereo not given) | 5% | -32% | 2% | 5% | -2% | 25% | 1 | 27
CC(=O)N1CC23C=CC(CC2CC12CCCCCC2)O3 (stereo not given) | -1% | 41% | 14% | 1% | -11% | -9% | -20 | -3
CN(C)/C=N/c1c(C#N)cnn1-c1nc2ccccc2s1 | -1% | -15% | -1% | 2%[57.1 µM] | 0% | -1% | -3 | -6
O=c1c2nnn(-c3cccc(F)c3)c2ncn1Cc1ccccn1 | -4% | -3% | 5% | 3% | -8% | -1% | 6 | -6
OCC[n+]1ccc(/C=C/c2c[nH]c3ccccc23)cc1 | 0% | x | u | 67%[activator] | -9% | 11% | 2 | 11
O=C(NCc1ccc(Cl)s1)C1CCC(=O)N(CCc2cccc(F)c2)C1 (stereo not given) | 0% | 13% | 4% | 2% | 6% | 11% | 1 | -2
O=C(Cc1ccc(F)cc1)N[C@@H]1c2ccccc2CC[C@@H]1OCc1ccccc1 | -1% | -27% | 2% | 7% | 10% | 11% | 6 | 27
COc1ccc(CNC(=O)COC(=O)c2ccc(S(=O)(=O)N3CCOCC3)cc2)cc1 | -9% | 23% | 8% | 0% | -9% | -20% | -3 | -13
COc1ccc(C(=O)NCc2cc(C)nc3ccccc23)cc1 | 0% | 0% | 8% | 3% | 11% | -3% | 0 | 13
COc1ccc(C(=O)Nc2nc3c(s2)Cc2c(Br)ccc(OC)c2-3)cc1OC | x | 30% | x | x | -20% | 3% | -13 | x
CCCCN=C1NC(=O)C(CC(=O)Nc2ccc(Cl)cc2)S1 (stereo not given) | 0% | 0% | -4% | 3% | 6% | 4% | -5 | -16
COC(=O)Cc1cc(=O)[nH]c(/N=C(\N)Nc2ccccc2)n1 | -1% | 27% | -4% | 2% | 4% | -20% | 11 | 21
N#C/C(=C(/O)c1ccc2c(c1)OCO2)c1nc2cc(C(F)(F)F)ccc2s1 | -8% | 13% | -7% | -20% | 12% | x | 9 | u
Cc1ccccc1C(C(=O)NC1CCCCC1)N(C(=O)c1ccccn1)c1cccnc1 (stereo not given) | -2% | 7% | 17% | 1% | -7% | 15%[9.22 µM] | -8 | -17
O=C(O)CCCC(=O)Nc1ccc(N2CCCC2)cc1 | -3% | u | -3% | 4% | -6% | 3% | 0 | 4
COCCNC(=O)CCCn1c(SCc2ccccc2Cl)nc2c(sc3ccccc32)c1=O | x | -10% | x | x | -13% | 1% | -22 | x
CC(=O)c1ccc(NC(=O)CSc2nnc(C3CC3)n2C2CC2)cc1 | -1% | 18% | 8% | -5% | 7% | -12% | -18 | 4
O=c1c2ccc(Cl)cc2[nH]c(=S)n1CCC1=CCCCC1 | 2% | 25% | 2% | 15% | -11% | -22% | 20 | 46
O=C(NCc1ccc(F)cc1)c1cc2c(s1)CS(=O)(=O)C2 | 3% | -19% | 4% | 2% | -6% | 1% | 0 | 11
COc1cc(O)c(C(C)=O)c(OC)c1 | -6% | -18% | -7% | -18% | -24% | 13% | -21 | 0
COc1ccc(OC)c(NC(=O)Nc2ccc(Cl)cc2)c1 | -45%[inhibitor] | 17% | 26% | -29% | -19% | 15% | -20 | u
COc1cccc(N=Nc2c(=O)[nH]n3c(=O)cc(C)[nH]c23)c1 | -13% | 22% | 0%[15.6 µM] | -13% | -6% | -17% | -21 | 0
c1ccc(-c2nc3cc4ccccc4cc3[nH]2)nc1 | -38%[inhibitor] | 12% | 7% | -2% | -70%[inhibitor] | -45%[inhibitor] | 1 | 9
CC(=O)c1c(O)cc(=O)oc1-c1ccc(C)cc1 | 9% | 3% | 8% | -1% | 7% | -25% | 2 | 4
CC(C)S(=O)(=O)N1CCCC(c2cc(C(=O)NCc3ccccc3)no2)C1 (stereo not given) | 5% | -8% | 6% | 10% | -8% | 19% | -4 | -12
CC1(C)CC(=O)C(C=NCC(O)c2ccccc2)=C(O)C1 (stereo not given) | -5% | 9% | -2% | 6% | -3% | -17% | 14 | 22
CC(C)(C)OC(=O)N[C@@H](COCc1ccccc1)C(=O)N[C@@H](CO)[C@H](O)[C@@H]1C[C@@H]1C(=O)N1CCCC1 | -2% | -5% | 10% | -1% | -9% | -13% | 1 | 2
COc1cccc(C#Cc2ccc3c(c2)O[C@H](CN(C)S(=O)(=O)c2ccccc2F)[C@H](C)CN([C@H](C)CO)S3(=O)=O)c1 | 1% | 39% | 1% | 1% | 9% | 8% | 5 | 7
Cc1ccc(CNC(=O)C2CCC(=O)N(Cc3cccc(F)c3)C2)s1 (stereo not given) | 13% | -16% | 6% | 5% | -3% | 16% | 0 | 23
CCOCCOC(=O)C1=C(C)Nc2ccc(C)cc2S1 | 5% | u | 13% | -2% | -14% | -9% | -10 | -10
O=C(CN(Cc1ccc(Br)cc1)S(=O)(=O)c1ccccc1)NCc1ccccn1 | 7% | x | 4% | -6% | -13% | 21% | 1 | 4
O=C(NCc1ccccn1)C(=O)Nc1ccccc1 | -4% | -1% | 2% | 9% | -10% | -6% | 3 | 0
CC(C)CNc1nc(Oc2ccc(=O)[nH]n2)nc(N(C)C)n1 | -5% | -7% | 9% | -3% | -8% | -17% | 16 | -11
CN(C(=O)COC(=O)CSc1cc(Cl)ccc1Cl)c1c(N)n(Cc2ccccc2)c(=O)[nH]c1=O | -5% | 19% | -2% | -2% | -4% | -10% | 2 | -25
Cc1cc(Cl)ccc1OCC(=O)N(Cc1sccc1C)C1CCS(=O)(=O)C1 (stereo not given) | x | -21% | x | x | -7% | 27% | -7 | x
CCOCCCn1c(NN)nc2ccccc2c1=O | 1% | -23% | 9% | 1% | u | 0% | -1 | 3
COc1ccccc1C(=O)OCCN1CCOCC1 | 1% | -3% | 0% | 3% | -11% | -6% | 1 | 7
COc1ccccc1N1CCN(C2C(=O)c3ccccc3N2C(C)=O)CC1 (stereo not given) | x | 10% | x | x | 5% | 26% | 0 | x

Shown with two lines to a compound: 4 of the compounds above
Every second line gives: aSyn yeast inh | FUS suppressor | EPAC2 agonist | EPAC2 antag | Abeta yeast res | TDP43 rescue | DRD3 agonist | DRD3 antagonist
O=C(Cc1ccc(F)cc1)N[C@@H]1c2ccccc2CC[C@@H]1OCc1ccccc1
  -1% | -27% | 2% | 7% | 10% | 11% | 6 | 27
COCCNC(=O)CCCn1c(SCc2ccccc2Cl)nc2c(sc3ccccc32)c1=O
  x | -10% | x | x | -13% | 1% | -22 | x
c1ccc(-c2nc3cc4ccccc4cc3[nH]2)nc1
  -38%[inhibitor] | 12% | 7% | -2% | -70%[inhibitor] | -45%[inhibitor] | 1 | 9
COc1ccc(C(=O)NCc2cc(C)nc3ccccc23)cc1
  0% | 0% | 8% | 3% | 11% | -3% | 0 | 13

(next part)
SMILES | aSyn yeast inh | FUS suppressor | EPAC2 agonist | EPAC2 antag | Abeta yeast res | TDP43 rescue | DRD3 agonist | DRD3 antagonist
CCC(C)NC(=O)c1ccccc1NC(=O)C1CCN(S(=O)(=O)Cc2ccccc2)CC1 (stereo not given) | x | 22% | x | x | 7% | 22% | -4 | x
CCOc1ccc(-c2cccc(NC(=O)COc3ccccc3)c2)nn1 | 1% | 0% | 16% | -8% | x | u | 4 | 19
O=C(COc1ccc(Cl)cc1Cl)N/N=C/C1CC=CCC1 (stereo not given) | -13% | 11% | 2% | 0% | -5% | -12% | 4 | 1
CCOC(=O)c1cc[nH]c1CC(=O)NC | 6% | -29% | -6% | 11% | 6% | 21% | 0 | 12
Cc1ccc2nc(-c3ccncc3)c(NC3CCCC3)n2c1 | -6% | u | -3% | -3% | -1% | -9% | 3 | 23
C[C@H]1CN([C@@H](C)CO)C(=O)CCCn2cc(nn2)CO[C@@H]1CN(C)C(=O)OCc1ccccc1 | 4% | 3% | -2% | -9% | -4% | 10% | 0 | 4
O=C(Cn1sc2ccccc2c1=O)Nc1ccccc1 | -8% | -3% | 18% | 19% | -9% | 9% | -18 | -4
NC(=O)N/N=C/c1ccc2cccc(OCc3ccccc3)c2n1 | 8% | 8% | 1% | 3% | -3% | -35%[inhibitor] | 9 | 8
NNC(=S)Nc1ccc(S(=O)(=O)N2CCOCC2)cc1 | 0% | 14% | 17% | 9% | 9% | -22% | 1 | -13
CCOC(=S)N/C(=N\S(C)(=O)=O)c1ccccc1 | -8% | -11% | -2% | -7% | 9% | 12% | 4 | -6
Cc1nn(C)c(NC(=O)c2ccccc2Cl)c1Cl | 8% | 5% | -1% | 10% | 9% | 2% | 3 | 1
CCc1sc(C(=O)N2CCN(C(=O)c3ccccc3)CC2)cc1C | 5% | 0% | 6% | 1% | 24% | 4% | 1 | 1
CN(CC(=O)NC1CC1)S(=O)(=O)c1ccc(F)cc1 | 1% | -34% | 5% | 10% | -5% | 11% | 4 | 1
CC(c1ccco1)N(C(=O)c1ccc(Cl)c([N+](=O)[O-])c1)c1ccccn1 (stereo not given) | 1% | 8% | 0% | -6% | 0% | 6% | -6 | 6
Cc1ccc(CNC(=O)c2ccc(N3CCC4(CC3)CC(c3ccccc3)=NO4)c(NC(=O)c3ccc(Br)cc3)c2)cc1 | 1% | 4% | -3% | 0% | 4% | 18% | 2 | 23
CCCn1c(SCC(=O)NC2CCCCC2)nnc1-c1ccccn1 | -6% | 10% | 13% | 14% | -2% | 1% | -3 | -9
O=C(NC(=S)Nc1ccc(C(=O)N2CCOCC2)cc1)c1ccc([N+](=O)[O-])cc1 | -2% | 25% | -7% | -9% | -13% | -18% | -33 | u
Cc1cc(C)c2nc(-c3ccccn3)cc(C(=O)NCc3ccc(S(N)(=O)=O)cc3)c2c1 | -7% | u | -2% | 5% | 14% | 19%[9.22 µM] | 1 | 12
Cc1ccc(/C(O)=C2\C(=O)C(=O)N(CC(C)O)C2c2cccc(F)c2)cc1 (stereo not given) | -2% | 21% | -25% | -2% | -16% | -6% | -6 | 0

Screening data as filed in PubChem BioAssay.
